# TEAD-YAP inh = TEAD-YAP interaction inhibition, primary screen, TEAD-YAP interaction inhibitor project, luminescence, HEK-TIYL cells; inhibition, % at 9.12 µM; AID 1259422, 2018; TEAD-Gal4/YAP UAS-luciferase luminescence; 640,000 compounds, 1.4% hits; in the data active = inhibition above about 32%;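 also: 0% = median of test compound wells and 100% = reference inhibitor wells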
# MITF primary = MITF inhibitors, primary screen, biochemical, AlphaScreen, human; AlphaScreen MITF homodimerization, bead proximity signal; inhibition, % at 2.6 µM; 650,000 compounds, 0.91% hits; in the data active = inhibition above about 50%;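 also: 0% = vehicle wells with protein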
# Target sequence (O75030 whole entry, looked up): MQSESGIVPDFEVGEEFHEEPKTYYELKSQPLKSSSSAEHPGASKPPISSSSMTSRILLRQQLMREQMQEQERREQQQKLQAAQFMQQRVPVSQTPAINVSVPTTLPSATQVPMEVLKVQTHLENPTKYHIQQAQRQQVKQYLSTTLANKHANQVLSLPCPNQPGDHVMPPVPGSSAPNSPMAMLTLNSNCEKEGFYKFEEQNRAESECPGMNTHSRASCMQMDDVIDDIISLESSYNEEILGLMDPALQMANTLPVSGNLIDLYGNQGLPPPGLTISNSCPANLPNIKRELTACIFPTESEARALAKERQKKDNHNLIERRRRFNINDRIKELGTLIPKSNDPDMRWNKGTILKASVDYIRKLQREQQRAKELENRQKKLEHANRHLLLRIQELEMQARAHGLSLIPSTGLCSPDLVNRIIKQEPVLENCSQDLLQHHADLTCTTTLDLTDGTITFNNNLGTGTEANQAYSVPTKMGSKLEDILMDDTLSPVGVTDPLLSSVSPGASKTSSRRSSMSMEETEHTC
# GPR151 ag = activators of human GPR151, primary screen, cell-based, PathHunter beta-arrestin, luminescence; G-protein coupled receptor 151 (Homo sapiens), Q8TDV0; activation, % at 11.2 µM; AID 1508602, 2020; PathHunter beta-arrestin GPR151 cells; 650,000 compounds, 1% hits; in the data active = activation above about 4.9%;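 also: 0% = median of compound wells and 100% = cells with positive control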
# Target sequence (Q8TDV0 whole entry, looked up): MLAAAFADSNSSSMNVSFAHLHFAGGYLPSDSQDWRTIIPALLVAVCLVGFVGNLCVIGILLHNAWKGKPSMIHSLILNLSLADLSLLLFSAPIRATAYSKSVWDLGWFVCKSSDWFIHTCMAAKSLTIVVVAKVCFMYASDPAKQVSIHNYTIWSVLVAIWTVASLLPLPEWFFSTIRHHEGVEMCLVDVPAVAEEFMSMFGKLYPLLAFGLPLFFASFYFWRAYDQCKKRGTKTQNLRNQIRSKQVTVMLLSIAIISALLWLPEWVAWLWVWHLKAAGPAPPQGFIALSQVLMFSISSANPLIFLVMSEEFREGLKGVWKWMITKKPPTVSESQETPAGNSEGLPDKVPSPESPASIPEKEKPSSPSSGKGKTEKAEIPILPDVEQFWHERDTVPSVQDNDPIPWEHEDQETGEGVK
# FBW7 activator = FBW7 E3 ligase activators, primary screen, biochemical, AlphaScreen, human; normalized activity (activation), % at 26.1 µM; AID 1259310, 2017; AlphaScreen FBW7–phospho-cyclin E peptide binding, activator screen; F-box/WD repeat-containing protein 7 (Homo sapiens), Q969H0; 650,000 compounds, 0.13% hits; in the data active = normalized activity above about 1.9%;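 also: purified mutant Fbw7 with reduced substrate affinity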
# Starred values were filed as active, the others as inactive; & = joins results of further samples.
cpd	SMILES	TEAD-YAP inh	MITF primary
1	Cc1ccc2nc(NC(=O)CCC(=O)O)sc2c1	18	6
2	NC(=O)c1ccsc1NC(=O)COC(=O)c1cc(-c2ccco2)nc2ccccc12	17	35
3	COC(=O)c1ccc(OCc2nc(N)nc(N3CCOCC3)n2)cc1	-5	13
4	COC(=O)c1sccc1NC(=O)c1cc2ccccc2oc1=O	-2	7
5	CCOC(=O)c1c(NC(=O)CN2CCCCC2)sc2c1CCCC2	4	-2
6	COc1ccc(Br)cc1C(=O)Nc1ccc(O)cc1	-6	6
7	COc1cc(CN2CCN(c3ccccn3)CC2)cc(I)c1O	-11	14
8	CCc1ccccc1NC(=O)CC1CS(=O)(=O)CC1CC(=O)Nc1ccccc1CC (centres undefined)	12	-1
9	CCOc1ccc(N2C(=O)CC(SCCC(=O)Nc3ccc([N+](=O)[O-])cc3)C2=O)cc1 (centres undefined)	0	-6
10	COC(=O)C1=C(C)NC2=C(C(=O)CC(c3cccs3)C2)C1c1cc(OC)c(Br)cc1OC (centres undefined)	60*	-3
11	CCc1ccc(NC(=O)c2ccc(F)c(S(=O)(=O)N(C)C3CCCCC3)c2)cc1	13	4
12	COC(=O)C(=O)Nc1nnc(Cc2ccccc2)s1	5	3
13	CCOc1ccc(C2C(C(=O)Nc3ccccn3)=C(C)NC3=C2C(=O)CC(C)(C)C3)cc1 (centres undefined)	-20	0
14	COc1ccc(-n2nc(C(=O)NCC(=O)N3CCCC(C)C3)c3ccccc3c2=O)cc1 (centres undefined)	-13	-3
15	CC(C)NC(=O)Cn1c(SCC(=O)N2CCCc3ccccc32)nc2ccccc21	2	-6

cpd	GPR151 ag	FBW7 activator
1	-4.0	-0.1
2	-1.8	0.2
3	-2.4	0.2
4	1.8	0.0
5	0.3	-0.1
6	0.7	-0.1
7	1.1	-0.2
8	1.2	-0.1
9	-1.5	0.2
10	1.0	0.0
11	0.9	-0.1
12	-0.5	-0.2
13	-2.2	0.0
14	-1.5	-0.1
15	0.1	0.1

cpd	SMILES	TEAD-YAP inh	MITF primary
16	CC(C)Oc1ccc(CN2C(=O)C(=O)c3ccccc32)cc1	21	24
17	CC(C)NC(=O)/C(=C/c1ccccc1)c1ccccc1	3	-11
18	CC(=O)Nc1ccc(N=c2ssc3c2-c2cc(C)c(C)cc2NC3(C)C)cc1	-42	-2
19	O=C1NC(=Nc2ccc(Cl)cc2)SC1Cc1ccccc1[N+](=O)[O-] (centres undefined)	10	14
20	Cc1cc(C)cc(N(C(C)C(=O)Nc2ccc(C(F)(F)F)cc2)S(C)(=O)=O)c1 (centres undefined)	1	18
21	CCOC(=O)CSc1nc2c(sc(=S)n2-c2ccccc2OCC)c(=O)n1-c1ccc(F)cc1	-7	-1
22	O=C(O)c1ccc(N2C(=O)CC(N3CCN(c4ccccc4F)CC3)C2=O)cc1 (centres undefined)	3	14
23	CCc1ccc(-c2ccc3nnc(SCC(=O)NCCc4ccccc4OC)n3n2)cc1	4	8
24	COc1ccc(-n2c(=S)[nH]c3cc(C(=O)N4CCCC4)ccc3c2=O)cc1OC	8	16
25	CCC1Nc2ccc(Cl)cc2C(Nc2ccc(Cl)cc2)C1C (centres undefined)	-3	6
26	Cc1ccccc1-n1nc2c(c1NC(=O)c1cccc(F)c1)CSC2	6	3
27	O=C(CSc1nnc(-c2ccncc2)n1Cc1ccccc1)c1cccc([N+](=O)[O-])c1	10	20
28	CSc1nc(NCc2ccco2)c2ccccc2n1	-25	7
29	CCN(CC)S(=O)(=O)c1cc(OC)c(C)cc1C	-8	-12
30	Cc1cc(O)ccc1NC(=O)c1ccccc1	3	-8

cpd	GPR151 ag	FBW7 activator
16	0.3	0.5
17	1.6	-0.1
18	0.4	0.0
19	-1.2	0.3
20	0.5	1.0
21	-0.2	0.2
22	-1.8	0.6
23	2.1	-0.1
24	0.4	0.1
25	-0.3	0.0
26	1.5	0.2
27	-0.4	0.1
28	0.0	-0.1
29	1.9	0.0
30	-0.7	0.0

cpd	SMILES	TEAD-YAP inh	MITF primary
31	O=C(Nc1ccc(F)cc1)c1ccco1	-10	0
32	Cc1cc(C)c(C#N)c(Sc2nnnn2-c2ccccc2)n1	-1	6
33	CCCCNS(=O)(=O)c1ccc(OC)c(Cl)c1Cl	1	-8
34	CCOC(=O)/C(=N\Nc1ccc(F)cc1F)NC(C)=O	-6	26
35	COC(=O)c1ccc(/C=c2\sc3nc(-c4ccc(OC)cc4)nn3c2=O)cc1	7	3
36	COc1ccc(NCC(=O)N/N=C/C2CCCCC2)cc1	3	22
37	CCCCCn1c(=S)[nH]c2cc(C(=O)Nc3ccc(Oc4ccccc4)cc3)ccc2c1=O	-4	12
38	CC(C)CCC1(C)NC(=O)N(CC(=O)Nc2ccc(F)c(Cl)c2)C1=O (centres undefined)	12	19
39	Cc1ccc(NC(=O)C(=O)NCCc2ccc(S(N)(=O)=O)cc2)c(C)c1	6	13
40	Cc1cc(O)c2/c(=N\N)c(-c3csc(C)n3)c(C(F)(F)F)oc2c1	1	-4
41	O=C1NC(=Nc2ccccc2Cl)S/C1=C/c1cccc([N+](=O)[O-])c1	10	4
42	COc1ccccc1N(C)S(=O)(=O)c1ccc(C(=O)NC(C)(C)C)cc1	6	3
43	Cc1cccn2c(=O)c3cc(C(=O)NCC4CCCO4)c(=N)n(C(C)C)c3nc12 (centres undefined)	7	8
44	NC(=S)NNc1ccc(N2CCOCC2)nn1	12	-5
45	N#Cc1c(C(F)(F)F)cc(-c2ccccc2)nc1SCc1ccccc1F	5	-4

cpd	GPR151 ag	FBW7 activator
31	-2.6	-0.1
32	-0.4	0.0
33	-0.2	-0.1
34	-2.7	0.1
35	-0.3	0.1
36	-0.8	0.0
37	1.0	0.0
38	-0.9	0.3
39	-0.8	0.0
40	1.0	-0.2
41	0.0	-0.1
42	-0.3	0.2
43	-0.2	0.0
44	1.9	-0.1
45	0.3	-0.1

cpd	SMILES	TEAD-YAP inh	MITF primary
46	C=CCc1cccc(C=NC2=C(C#N)CCC2)c1O	-5	2
47	CC1CC(C)CN(C(=O)c2cc3c(=O)n(C)c4ccccc4c3n2C)C1 (centres undefined)	0	13
48	Cc1n(CC(O)COC2CCCCC2)c2ccccc2[n+]1C (centres undefined)	5&6	-7&12
49	O=C(NCCCN1CCCC1=O)c1ccc(Sc2ccccc2Cl)c([N+](=O)[O-])c1	-2	15
50	Fc1ccc(NCc2nnc(SCc3nnnn3-c3ccc(Cl)cc3)o2)cc1	1	-3
51	CN1CCN(S(=O)(=O)c2ccc(-c3ccc(S(=O)(=O)N4CCN(C)CC4)cc3)cc2)CC1	-2	-17
52	CCOC(=O)C1=C(O)C(=O)N(C)C1c1ccc([N+](=O)[O-])cc1 (centres undefined)	-9	10
53	CC1(c2ccccc2)NC(=O)N(CC(=O)NC(=O)NC2CCCC2)C1=O (centres undefined)	1	3
54	O=C(CCCOc1ccc(Cl)cc1Cl)N1CCCCCC1	-20	10
55	Cc1ccc(NC(=O)C(NC(=O)C2CCCCC2)C(C)C)nc1 (centres undefined)	6	4
56	CCOC(=O)CNC(=O)/C=C/c1ccoc1	4	-13
57	Cc1ccc2nc(NC(=O)C3C4C=CC(C4)C3C(=O)O)sc2c1 (centres undefined)	24	16
58	CC(=O)Nc1nc(C)c(-c2nc3ccc([N+](=O)[O-])cc3[nH]2)s1	-10	12
59	O=C(COc1ccc(Cl)cc1)Nc1ccc2oc(=O)ccc2c1	2	3
60	CC(C)C(=O)Nc1cccc(NC(=S)NC(=O)c2cccs2)c1	-34	15

cpd	GPR151 ag	FBW7 activator
46	-0.6	0.1
47	-0.5	0.2
48	-0.7&-0.6	-0.1&0.0
49	0.6	0.1
50	-0.5	0.2
51	-1.0	-0.1
52	0.3	-0.1
53	1.7	0.1
54	2.5	-0.1
55	0.7	0.1
56	0.2	-0.4
57	-2.5	0.2
58	1.0	0.1
59	1.7	0.2
60	0.5	0.3

cpd	SMILES	TEAD-YAP inh	MITF primary
61	N#Cc1c(N2C(=O)Nc3ccccc3N2O)sc2c1CCCC2	-1	16
62	CCCNC(=O)c1ccnc(-c2cccc(C(C)=O)c2)c1	-11	8
63	O=C(c1cccc2nc3ccccc3nc12)N1CCCCCC1	-2	-10
64	O=C(c1ccc(Cl)nc1)N1CCN(c2ccccc2)CC1	-6	22
65	Nc1c(C(=O)NCCc2ccccc2)nnn1Cc1cccc(F)c1	-9	0
66	O=C1C2C3CCCC3=C3CCCC3C2C(=O)N1c1ccccc1F (centres undefined)	4	9
67	O=C(N/N=C/c1ccccc1C(=O)O)c1cc(-c2ccccc2)n[nH]1	-9	5
68	CN1CCC(N(C)Cc2ccc(Br)cc2)CC1	6	43
69	CCC(C)(C)NC(=O)c1ccc([N+](=O)[O-])cc1	1	2
70	CCc1ccc(-c2cc3c(=O)n(CC(=O)Nc4cc(OC)cc(OC)c4)nc(C)n3n2)cc1	2	-8
71	CCOC(=O)c1c(C2CC2)csc1NC(=O)COC(=O)C12CC3CC(CC(O)(C3)C1)C2	-14	11
72	COc1cccc(-c2nc(C=Nc3ccc(C)cc3Br)c(O)o2)c1	-8	13
73	COc1ccc(Br)cc1S(=O)(=O)N1CCN(S(=O)(=O)c2cc(Br)ccc2OC)C(C)C1 (centres undefined)	1	14
74	CC(CC(=O)O)CC(=O)Nc1ccc([N+](=O)[O-])cc1 (centres undefined)	-7	-8
75	C=CCOc1ccc(/C(O)=C2\C(=O)C(=O)N(CCCN3CCOCC3)C2c2ccccc2F)c(C)c1 (centres undefined)	3	2

cpd	GPR151 ag	FBW7 activator
61	-2.7	0.1
62	-1.1	0.1
63	-0.2	-0.1
64	0.6	0.1
65	1.3	-0.1
66	-0.8	0.0
67	-0.1	-0.1
68	0.6	-0.3
69	0.9	0.1
70	-2.1	0.2
71	2.1	0.0
72	-0.8	0.1
73	-1.5	0.1
74	-0.4	-0.1
75	0.3	0.0

cpd	SMILES	TEAD-YAP inh	MITF primary
76	CCC1CN(CCNC(=O)c2ncc(C)[nH]2)Cc2cc(OC)ccc2O1 (centres undefined)	4	3
77	CC(=O)NCCCCCc1nc2ccccc2n1C	-6	-5
78	O=C(CC1C(=O)NCCN1Cc1c(F)cccc1Cl)NCC(F)(F)F (centres undefined)	-4	7
79	COC(=O)c1ccc(OCc2ccccc2Br)cc1	-29	-1
80	CC1CCCC(N(C)c2c(-c3ccccc3)c(=O)c2=O)C1C (centres undefined)	-3	7
81	CCn1c(O)c(C=Nc2cccc(C)c2)sc1=S	-69	-5
82	COc1ccc(Cn2c(=O)c3cccnc3n(CC(=O)Nc3c(C)cccc3C)c2=O)cc1	0	6
83	O=C(O)c1cccnc1	-7&7	9&3&25&4
84	N#Cc1ccc(COC(=O)c2ccc([N+](=O)[O-])o2)cc1	9	2
85	CCc1sc(C(=O)NCc2cc(C)n(C)n2)cc1Br	-14	11
86	CCc1ccc(-n2nc3ccc(NC(=O)c4cccc(OC(C)C)c4)cc3n2)cc1	-9	-22
87	CC(C)(C)C1=NN(C(=O)c2cccc(S(=O)(=O)N3CCOCC3)c2)C(=O)C1	5	15
88	Cc1nn(-c2ccccc2)c(C)c1/C=C(\C#N)S(=O)(=O)c1ccccc1	-8	-1
89	CSc1nsc(SC)c1C(=O)NCCNS(=O)(=O)c1ccc(C)cc1	-20	10
90	CC(=O)Nc1sc2c(c1C(=O)Nc1ccc(Cl)cc1)CCC(C)C2 (centres undefined)	-10	-2
91	Brc1cnn2c(-c3ccccc3)ccnc12	-7	12
92	COC(=O)C1=C(C)NC2=C(C(=O)CC(C)(C)C2)C1c1ccc(N(C)C)cc1 (centres undefined)	0	10
93	O=C(Nc1ccnn1C1CCN(C(=O)Cc2c[nH]c3ccccc23)CC1)C1CC1	1	11

cpd	GPR151 ag	FBW7 activator
76	0.9	-0.1
77	-0.8	-0.1
78	0.0	0.0
79	-0.6	0.4
80	0.4	0.0
81	-2.2	0.3
82	-1.4	0.2
83	3.0&0.0&3.0&-2.5	-0.1&-0.2&0.3&-0.1
84	0.4	-0.1
85	-1.0	0.1
86	-1.3	0.0
87	-1.0	0.2
88	-0.7	-0.4
89	1.8	-0.1
90	0.5	0.0
91	-0.9	0.3
92	0.1	-0.1
93	2.1	0.2

# A draw from above in order of length of the SMILES, rising.
cpd	SMILES	TEAD-YAP inh	MITF primary
83	O=C(O)c1cccnc1	-7&7	9&3&25&4
80	CC1CCCC(N(C)c2c(-c3ccccc3)c(=O)c2=O)C1C (centres undefined)	-3	7
84	N#Cc1ccc(COC(=O)c2ccc([N+](=O)[O-])o2)cc1	9	2
89	CSc1nsc(SC)c1C(=O)NCCNS(=O)(=O)c1ccc(C)cc1	-20	10
92	COC(=O)C1=C(C)NC2=C(C(=O)CC(C)(C)C2)C1c1ccc(N(C)C)cc1 (centres undefined)	0	10

cpd	GPR151 ag	FBW7 activator
83	3.0&0.0&3.0&-2.5	-0.1&-0.2&0.3&-0.1
80	0.4	0.0
84	0.4	-0.1
89	1.8	-0.1
92	0.1	-0.1

# Screening data (PubChem BioAssay)

# Compounds as they come, and some 3.4% of all compounds hit somewhere here.
